High-throughput results deposited in PubChem by National Center for Advancing Translational Sciences (NCATS).
FLuc inh – Photinus pyralis luciferase inhibition; P08659; purified P. pyralis luciferase, luminescence, biochemical; Potency, µM (series often up to 115 µM), for the others: at the top dose activity change, negative = inhibition, most hits filed as inhibitors; 2.5% of 76,000 active; also: potency is read from the fitted curve at half-maximal effect; nearly all actives have a fitted effect of over 65% in size
Target sequence (P08659 whole entry, looked up): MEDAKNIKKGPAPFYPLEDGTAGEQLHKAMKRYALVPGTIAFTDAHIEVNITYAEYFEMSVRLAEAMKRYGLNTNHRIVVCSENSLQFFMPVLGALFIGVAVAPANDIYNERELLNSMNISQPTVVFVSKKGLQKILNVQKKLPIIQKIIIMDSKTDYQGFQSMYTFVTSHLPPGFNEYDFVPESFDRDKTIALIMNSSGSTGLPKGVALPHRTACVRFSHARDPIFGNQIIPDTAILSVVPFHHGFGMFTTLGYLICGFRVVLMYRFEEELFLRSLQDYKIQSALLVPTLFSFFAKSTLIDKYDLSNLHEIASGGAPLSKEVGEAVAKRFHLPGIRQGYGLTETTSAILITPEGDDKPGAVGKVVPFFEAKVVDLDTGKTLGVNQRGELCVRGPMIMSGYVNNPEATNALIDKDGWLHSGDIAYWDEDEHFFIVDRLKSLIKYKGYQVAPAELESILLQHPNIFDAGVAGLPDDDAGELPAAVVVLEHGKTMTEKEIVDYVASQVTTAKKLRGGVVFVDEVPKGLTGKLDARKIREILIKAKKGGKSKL
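Biochemical qHTS: compound (6-point titration) added to 10uM D-luciferin plus 10uM ATP in Tris acetate pH 7.5 buffer with Mg, Tween-20 and BSA, then purified enzyme at 10nM; light output imaged.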
GPT2 inh – inhibitors of human GPT2 alanine aminotransferase; 0.25% of 100,000 active; Potency, µM (doses to about 57.7 µM), inactives show at the top dose activity change, negative = inhibition, hits mostly inhibitors; Recombinant GPT2, coupled pyruvate oxidase/HRP Amplex Red fluorescence; also: potency is read from the fitted curve at half-maximal effect; nearly all actives have a fitted effect of over 60% in size; many of its hits are not listed in these tables
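Inhibition is scored from Amplex Red fluorescence generated when pyruvate oxidase and HRP act on pyruvate released by GPT2. Reactions contain 10ng/uL enzyme, 250uM a-KG and 2mM L-alanine and run 30 min at room temperature.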
IP6K1 inh – IP6K1 kinase inhibition; Q92551; IP6K1 kinase, ADP-Glo luminescence, 2 h; active compounds read low; activity change, % (series mostly up to about 58 µM); 0.81% of 140,000 active; in the data active = activity change below about -25%
Target sequence (Q92551 whole entry, looked up): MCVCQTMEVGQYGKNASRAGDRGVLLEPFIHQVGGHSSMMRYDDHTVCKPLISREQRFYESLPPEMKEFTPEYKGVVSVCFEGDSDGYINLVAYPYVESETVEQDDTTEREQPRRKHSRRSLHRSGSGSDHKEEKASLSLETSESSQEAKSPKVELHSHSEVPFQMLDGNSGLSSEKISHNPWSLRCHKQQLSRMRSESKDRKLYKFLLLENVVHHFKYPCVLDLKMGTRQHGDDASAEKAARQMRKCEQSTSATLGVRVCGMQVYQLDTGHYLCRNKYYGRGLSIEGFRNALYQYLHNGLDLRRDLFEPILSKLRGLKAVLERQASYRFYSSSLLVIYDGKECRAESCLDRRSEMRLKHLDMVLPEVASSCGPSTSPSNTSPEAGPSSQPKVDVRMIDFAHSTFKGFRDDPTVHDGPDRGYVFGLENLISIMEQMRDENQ
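ADP-Glo luminescence measures ADP made by human IP6K1 during a 2 h RT reaction with ATP/IP6 (mix at 1.3 mM/130 uM); top library doses 57.5 and 19.1 uM final.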
SNCA viab count – counter-screen for SNCA expression inhibitors: cell viability; HEK-293-SNCA-luc viability, GF-AFC fluorescence, 24 h; Potency, µM (doses to about 57.1 µM), for inactives: at the highest dose activity change, negative = cytotoxicity, usual class: cytotoxic; 0.12% of 150,000 active; AID 1671193;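 also: potency is read from the fitted curve at half-maximal effect; 0% = DMSO-treated cells and -100% = medium-only wells without cells; nearly all actives have a fitted effect of over 30% in size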
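HEK-293-SNCA-luc cells (1500/well) plated 24 h, then exposed 24 h to a dilution series; GF-AFC added 30 min at 37C, fluorescence 405/540 nm; normalised to medium-only and DMSO wells, Hill fit.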
3T3 cytotox – NIH 3T3 cell cytotoxicity | Potency, µM (series often up to 96.7 µM), for inactives: at the highest dose activity change, negative = cytotoxicity, most hits filed as inhibitors | AID 1345082 | NIH 3T3 viability, CellTiter-Glo ATP luminescence, 48-72 h | 4.3% of 94,000 active; also: potency is read from the fitted curve at half-maximal effect; nearly all actives have a fitted effect of over 55% in size
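Viability of NIH 3T3 cells after 48 or 72 hr compound treatment at 37 °C was assessed by CellTiter-Glo, with luminescence imaged following a 10 min room-temperature step.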
HEK cytotox – HEK 293 cell cytotoxicity; HEK 293 viability, ATP luminescence (CellTiter-Glo), 48-72 h; Potency, µM (series often up to 115 µM), for the others: top-dose activity change, negative = cytotoxicity, most hits filed as inhibitors; 6.6% of 94,000 active; AID 1345083; also: potency is read from the fitted curve at half-maximal effect; nearly all actives have a fitted effect of over 60% in size
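Cytotoxicity was scored by loss of ATP-coupled luminescence (CellTiter-Glo) in HEK 293 cells. Compound treatment ran 48 or 72 hr at 37 degree Celsius, 5% CO2, 95% humidity.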
SNCA expr inh – SNCA gene expression inhibition; AID 1671194; 0.17% of 140,000 active; Potency, µM (top dose mostly 57.2 µM), without a hit: at the highest dose activity change, negative = inhibition, usual class: inhibitors; HEK-293 SNCA-luciferase knock-in, luminescence, 24 h;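 also: potency is read from the fitted curve at half-maximal effect; plate controls were DMSO cells for no effect and cell-free wells for full effect; nearly all actives have a fitted effect of over 45% in size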
Starred values were filed as active, the others as inactive; i = inactive; ? = inconclusive; . = no result given; [ ] = remark or other dose. Unless noted, calls follow the shape of the dose curve; as a rule, active = well fitted curve in the direction sought with a large enough effect; inconclusive = small, poorly fitted or top-dose-only effect, or another doubt; inactive = no such curve, though single readings can be large; an effect the other way counts as inactive or inconclusive. Unless noted, % is scaled to controls: 0 for no effect and ±100 for the full control effect.

SMILES | FLuc inh | GPT2 inh | IP6K1 inh | SNCA viab count | 3T3 cytotox | HEK cytotox | SNCA expr inh
CN(C)C[C@@H]1CN(Cc2ccccc2)C[C@H]1NC(=O)c1ccn[nH]1 | 3% | -4% | -7 | 4% | 0% | i | -8%
O=C1NC2(Cc3ccccc31)CN(C(=O)C1CCCCC1)C2 | . | 1% | -7 | 5% | 4% | -1% | -12%
CC(C)c1nn2c(=O)cc(COC(=O)c3ccccc3Cl)nc2s1 | . | . | 1 | 8% | . | . | 279%[activator]
COc1ccc(NC(=O)C(C)n2nc(C)c3c(C)n(-c4ccccc4)nc3c2=O)cc1Cl (stereo not given) | . | . | 13 | 4% | . | . | -1%
CCOC(=O)c1ccc2c(c1)N(C(CC)C(=O)Nc1ccccc1OC)C(=O)c1ccccc1S2 (stereo not given) | . | . | 19 | -6% | . | . | -2%
O=C(c1ccc(-c2ccco2)cc1)N1CCOC(c2ccccc2)C1 (stereo not given) | ? | -18% | 7 | 6% | ? | ? | 16%
O[C@@H]1CCN(Cc2nc(C3(O)CCN(C4COC4)CC3)cs2)C1 | -4%[172 µM] | 0%[88.5 µM] | 1 | 6%[87.6 µM] | -2%[174 µM] | i | 10%[87.6 µM]
COCCOc1ccc2c(n1)CCN(C(=O)c1ccc(OC)cc1)C2 | -19% | 0% | -14 | -3%[12.5 µM] | -10% | 5% | 53%[activator]
Cc1cn2nc(C(=O)NCCc3ccccc3)cc2c(=O)[nH]1 | 10µM* | -2% | -1 | 8% | 4% | -2% | 16%
Cc1ccc(C(=O)Nc2ccc3nc(SCC(=O)N4CCCc5ccccc54)sc3c2)cc1 | . | . | 13 | -20% | . | . | 18%
O=C(c1nc(-c2cccc(C(F)(F)F)c2)c2ccccn12)N1CCOCC1 | -6% | -26% | -13 | 5% | ? | ? | 1%
Cc1cc(C)c(NC(=O)Cn2c(=O)c(-c3noc(C)n3)c3n(c2=O)CCCC3)c(C)c1 | 2% | i | 11 | -6% | 5% | -3% | 19%
Cc1nn(C)c(C)c1CCC(=O)N1C[C@@H](Oc2cccnc2)C[C@H]1C(=O)NC1CC1 | 3% | i | 0 | -5% | -8% | ? | 5%
CN1C(=O)C(c2ccccc2)CC12CCN(S(C)(=O)=O)CC2 (stereo not given) | 6% | 0% | 5 | -4% | -10% | -2% | 4%
COc1cc(C(=O)Nc2ccc(-n3c(C)nc4ccccc4c3=O)cc2)cc(OC)c1OC | . | . | 10 | -18% | . | . | ?
COC(=O)N1CCN(c2nc3ncccc3o2)CC1 | -2%[172 µM] | 0%[88.5 µM] | -1 | -6%[87.6 µM] | -11%[138 µM] | -1%[172 µM] | 2%[87.6 µM]
Cc1nnnn1-c1cccc(C(=O)N2CCCC3(CC2)CNC(=O)O3)c1 (stereo not given) | 7% | 4%[11.5 µM] | -5 | 3% | -2% | i | ?
CCCCN(CC)CCNC(=O)c1cn(CCOC)c(=O)c2c1c1ccccc1n2C | . | . | -7 | 1% | . | . | -5%
CN1CCCCC(CC(=O)Nc2ccc(F)c(F)c2)C1=O (stereo not given) | -2% | 3% | 1 | 5% | i | 0% | 18%
O=C(c1ccccc1C(F)(F)F)N1CCC(CO)(CN2CCCC2)CC1 | -2% | 0% | 4 | 6% | 1% | -23% | 20%
O=C1CCN(Cc2cccc(F)c2)CCCC(C(=O)NCc2ccncc2)CCN1 (stereo not given) | 4% | -2% | -1 | 11% | -3% | i | -6%
O=C(C1CCCC1)N1CC2(CCNC2)OCc2ccccc21 (stereo not given) | . | i | -19 | -1% | i | i | 8%
CCc1cccc(NC(=O)Cn2c(=O)c(C(F)(F)F)nc3ccccc32)c1 | . | . | 4 | 3% | . | . | -26%
CCn1cnnc1CC1CCNC1 (stereo not given) | 0% | -1% | 0 | 0% | 1% | 3% | -15%

In another format: 11 of the compounds above.
Each structure is followed by: FLuc inh, GPT2 inh, IP6K1 inh, SNCA viab count, 3T3 cytotox, HEK cytotox, SNCA expr inh
Cc1cc(C)c(NC(=O)Cn2c(=O)c(-c3noc(C)n3)c3n(c2=O)CCCC3)c(C)c1
  2%, i, 11, -6%, 5%, -3%, 19%
Cc1nn(C)c(C)c1CCC(=O)N1C[C@@H](Oc2cccnc2)C[C@H]1C(=O)NC1CC1
  3%, i, 0, -5%, -8%, ?, 5%
CN1C(=O)C(c2ccccc2)CC12CCN(S(C)(=O)=O)CC2 (stereo not given)
  6%, 0%, 5, -4%, -10%, -2%, 4%
COc1cc(C(=O)Nc2ccc(-n3c(C)nc4ccccc4c3=O)cc2)cc(OC)c1OC
  ., ., 10, -18%, ., ., ?
COC(=O)N1CCN(c2nc3ncccc3o2)CC1
  -2%[172 µM], 0%[88.5 µM], -1, -6%[87.6 µM], -11%[138 µM], -1%[172 µM], 2%[87.6 µM]
Cc1nnnn1-c1cccc(C(=O)N2CCCC3(CC2)CNC(=O)O3)c1 (stereo not given)
  7%, 4%[11.5 µM], -5, 3%, -2%, i, ?
CCCCN(CC)CCNC(=O)c1cn(CCOC)c(=O)c2c1c1ccccc1n2C
  ., ., -7, 1%, ., ., -5%
CN1CCCCC(CC(=O)Nc2ccc(F)c(F)c2)C1=O (stereo not given)
  -2%, 3%, 1, 5%, i, 0%, 18%
O=C(c1ccccc1C(F)(F)F)N1CCC(CO)(CN2CCCC2)CC1
  -2%, 0%, 4, 6%, 1%, -23%, 20%
O=C1CCN(Cc2cccc(F)c2)CCCC(C(=O)NCc2ccncc2)CCN1 (stereo not given)
  4%, -2%, -1, 11%, -3%, i, -6%
O=C(C1CCCC1)N1CC2(CCNC2)OCc2ccccc21 (stereo not given)
  ., i, -19, -1%, i, i, 8%

Further entries.
SMILES | FLuc inh | GPT2 inh | IP6K1 inh | SNCA viab count | 3T3 cytotox | HEK cytotox | SNCA expr inh
O=C1N(Cc2ccccc2)c2ccccc2C12CCN(Cc1ccccc1)C2 (stereo not given) | 0% | i | 7 | -9% | ? | ? | -28%
C=CCNC(=O)N1CCC(C2CCN(Cc3cccc(F)c3F)CC2)C1 (stereo not given) | -6% | i | 2 | 2% | -27% | ? | -15%
CC1Oc2ccc(NC(=O)Cc3ccccc3)cc2CN(Cc2ccc(Cl)cc2)C1=O (stereo not given) | 4% | -1% | -1 | -8% | ? | ? | -17%
O=C(Cn1ccn2nc(-c3ccccc3)c(CO)c2c1=O)N1CCN(c2ccccc2F)CC1 | ? | i | 23 | 4% | ? | ? | 7%
O=C(NCc1ccccc1)c1cc2c(s1)CCN(C(=O)c1ccccc1)C2 | -12% | -11% | 6 | -8% | ? | ? | 2%
Cc1cc(C)c2c(-n3cccc3)c(C(=O)NCC(C)c3ccccc3)sc2n1 (stereo not given) | . | . | 10 | -2% | . | . | 44%[activator]
COCCNC(=O)NC[C@H]1O[C@@H]2C[C@@H](CC(=O)NCc3cnn(C)c3)O[C@@H]2[C@@H]1O | -3%[172 µM] | -11%[88.5 µM] | 7 | 3%[87.6 µM] | -1%[174 µM] | 4%[172 µM] | -10%[87.6 µM]
COc1cc(NC(=O)Cn2ccn(Cc3ccccc3OC)c(=O)c2=O)cc(OC)c1 | . | . | -14 | -9% | . | . | ?
CCN(CC)S(=O)(=O)c1ccc2oc(C(=O)N(C)Cc3ccccc3)c(C)c2c1 | . | . | -11 | -7% | . | . | 15%
O=C(NCCc1ccc(Cl)cc1)c1nc2cccnc2n(C2CCCCC2)c1=O | . | i | -11 | ? | -24% | ? | -18%
CC(=O)Nc1nonc1-c1nnc(SCC(=O)Nc2ccc(C)c(Cl)c2)n1-c1ccccc1 | . | . | 3 | 4% | . | . | -9%
O=C(Cc1cccc(F)c1)N1CCC[C@H]1c1nc(-c2ccc(F)cc2)n[nH]1 | . | -10% | 21 | -20% | ? | -27% | -17%
CC(C)CN1C(=O)c2cccn2CC1C(=O)NC1CCCC1 (stereo not given) | 2% | i | -5 | -2% | -4% | i | -14%
O=C(NC1CCN(c2cc(-c3cccs3)[nH]n2)CC1)c1ccc(F)cc1Cl | ? | -21% | 20 | -3% | ? | ? | 21%
O=C(O)c1ccc(CN2C[C@@H](F)[C@@H](OCc3nc4ccc(C(F)(F)F)cc4[nH]3)C2)cc1 | 14% | i | 17 | -2% | -13% | -5% | 0%
O=C(Cc1cccs1)NC1CCc2nnc(C3CC3)n2CC1 (stereo not given) | 0% | i | 9 | -2% | -20% | -12% | ?
Cc1ccc2c(ccn2CCNC(=O)C[C@H]2NC(=O)c3ccccc3NC2=O)c1 | 7% | i | 11 | 1% | i | 8% | -18%
CCOc1ccccc1C(=O)N1CCC(c2n[nH]c(=O)n2-c2ccccc2)CC1 | -2% | i | -2 | 8% | -10% | 14% | -4%
COc1ccc(-c2nnc3n2CCN(C(=O)c2cccc(Cl)c2)C3)cc1 | -1% | -1% | -3 | -11% | -3% | -9% | -6%
COCC1CN(C(=O)CCc2cccc(OC)c2)CC12CCNCC2 (stereo not given) | -2% | 2% | 24 | 0% | -8% | i | 32%[activator]
COCC(=O)N[C@@H]1CN(Cc2cccc(C#N)c2)CC[C@@H]1c1n[nH]c(C)n1 | -8% | i | 0 | 16%[12.5 µM] | -9% | 1% | -5%
CCN1CCC(CCNC(=O)C2CCCN(Cc3ccncc3)CCC(=O)NCC2)CC1 (stereo not given) | 9% | -1% | 10 | 2% | -11% | -22% | 38%[activator]
COc1cccc(CN2C[C@@H](CO)[C@H](c3nc(C)no3)C2)c1OC | -2% | ? | -1 | -1% | -10% | 3% | -1%
C[C@@H]1C(=O)O[C@H]2[C@H]1CC[C@@]1(C)Cc3sc(Nc4ccc(O)cc4)nc3[C@@H](C)[C@H]21 | ? | ? | 6 | -23%[87.6 µM] | 63µM* | 35µM* | -30%[87.6 µM]
Cc1ccc(C)c(Cn2c(CCCNC(=O)C3CCCCC3)nc3ccccc32)c1 | . | . | 2 | 8% | . | . | -17%
COc1ccc(CNC(=O)COCc2cc(-c3cccs3)on2)cc1OC | . | . | 26 | -5% | . | . | -6%
CN(CCc1ccccc1)CCN1CC2(CCN(c3ncccc3C#N)CC2)OC1=O | -6% | 2% | -12 | -4% | ? | 40µM* | -5%
COCCN1CCNc2nc(COc3cccc(C(F)(F)F)c3)n(Cc3ccccc3)c2C1=O | -3% | -1% | -5 | -5% | ? | ? | -2%
CCOc1ccc(N(C)C(=O)C2CCN(S(=O)(=O)c3c(C)noc3/C=C/c3ccc(C)cc3)CC2)cc1 | . | . | -3 | 5% | . | . | -14%
COc1cc(F)c(C(C)C)cc1-c1ccc(C(F)(F)F)cc1CN1C(=O)OC(c2cc(C(F)(F)F)cc(C(F)(F)F)c2)C1C (stereo not given) | . | i | -2 | -5% | . | . | .

Not all compounds are listed; count on the stated rates, not on these rows.
